# Assay outcomes as filed in PubChem BioAssay.
# DENV2 CPE – inhibitors of DENV2 cytopathic effect, primary screen, cell-based, plate reader, single concentration; DENV2-infected cells, cytopathic effect rescue; CPE inhibition, % at 9.99 µM; hit rate 1.7% among 350,000; AID 651640, 2012; in the data active = CPE inhibition above about 20%, passing the limit was not always enough; inconclusive = no clear call, values can overlap the other calls; tested in BHK-21 cells;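 note: 0% = median of neutral control wells and 100% = median of positive control wells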
# S100A4 inh HTS – inhibitors of S100A4-myosin IIA peptide binding, primary screen, biochemical, fluorescence polarization, TAMRA-MyoIIA peptide; Protein S100-A4 (Homo sapiens), P26447; inhibition, % at 10.7 µM; hit rate 0.14% among 360,000;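 active = mean inhibition of at least 70% across replicates, with every replicate also reaching that level; inconclusive = mean inhibition reaches 70% but some replicates fall short; inactive = mean inhibition below 70%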
# Target sequence (P26447 whole entry, looked up): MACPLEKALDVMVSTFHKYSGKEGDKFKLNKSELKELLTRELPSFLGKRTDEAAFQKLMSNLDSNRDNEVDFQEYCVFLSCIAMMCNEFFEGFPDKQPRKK
#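 Test system: S100A4 monomer protein. Medium: HEPES buffer with Ca2+, pH 7.2. Reagent: fluorescent myosin IIA peptide, 5 nM. Compound dosing: single-point compound testing. Timing: 5 min between mix addition and reading. Benchmarks: DMSO neutral and TFP positive wells.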
# SIRT5 inh – SIRT5 desuccinylase inhibitors, primary screen, biochemical, fluorescence imaging, single point, set 5; NAD-dependent protein deacylase sirtuin-5, mitochondrial (Homo sapiens), Q9NXA8; Purified SirT5, succinyl-peptide AMC, trypsin-coupled fluorescence; inhibition, % at 15 µM; hit rate 1.1% among 330,000; in the data active = inhibition above about 15%; inconclusive = no clear call, values can overlap the other calls
# Target sequence (Q9NXA8 whole entry, looked up): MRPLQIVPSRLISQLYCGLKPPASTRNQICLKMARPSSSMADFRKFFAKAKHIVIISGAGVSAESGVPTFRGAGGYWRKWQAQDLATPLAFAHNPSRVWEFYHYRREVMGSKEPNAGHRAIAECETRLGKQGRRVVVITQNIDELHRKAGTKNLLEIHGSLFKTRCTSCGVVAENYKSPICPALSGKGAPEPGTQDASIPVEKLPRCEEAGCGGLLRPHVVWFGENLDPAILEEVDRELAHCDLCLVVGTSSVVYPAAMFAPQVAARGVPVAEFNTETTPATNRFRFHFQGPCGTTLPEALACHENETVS
# PglD DTNB – C. jejuni PglD acetyltransferase inhibitors, primary screen, biochemical, DTNB colorimetric, single point; UDP-N-acetylbacillosamine N-acetyltransferase PglD (Campylobacter jejuni); purified PglD enzyme, DTNB colorimetric CoA detection; inhibition, % at 12.5 µM; hit rate 0.098% among 360,000; AID 602405, 2012; in the data active = inhibition above about 16%, passing the limit was not always enough; inconclusive = no clear call, values can overlap the other calls; note: strong numbers were not always called active
# ERp5 block – inhibitors of ERp5-driven insulin aggregation, primary screen, biochemical, turbidity, absorbance 650 nm, single point. inhibition, % at 9.99 µM. Protein disulfide-isomerase A6 (Homo sapiens), Q15084. hit rate 0.05% among 350,000. 90 min;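 active = mean replicate inhibition above about 25%, with every replicate also reaching it, limit read from the data, passing the limit was not always enough; inconclusive = only one of those two criteria met; inactive = neither criterion met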
# E-selectin induc – E-selectin induction in HUVECs, primary screen, imaging, HUVEC, immunofluorescence imaging, single point; P16581; normalized: neutral wells 0, TNF-alpha wells 100; activation, % at 7.58 µM; hit rate 0.37% among 260,000; AID 686992, 2013;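 active = mean E-selectin-positive cell signal at least 10% of the positive control, reached in at least 60% of replicates, without over 20% cell loss; inconclusive = no rule given, readout overlaps actives, possibly toxicity-flagged; inactive = the rest, including those meeting only one limit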;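 note: in these data hits start at about 27%; measured in HUVEC primary endothelial cells; signal is the percent of cells scored E-selectin positive by PE staining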
# Target sequence (P16581 whole entry, looked up): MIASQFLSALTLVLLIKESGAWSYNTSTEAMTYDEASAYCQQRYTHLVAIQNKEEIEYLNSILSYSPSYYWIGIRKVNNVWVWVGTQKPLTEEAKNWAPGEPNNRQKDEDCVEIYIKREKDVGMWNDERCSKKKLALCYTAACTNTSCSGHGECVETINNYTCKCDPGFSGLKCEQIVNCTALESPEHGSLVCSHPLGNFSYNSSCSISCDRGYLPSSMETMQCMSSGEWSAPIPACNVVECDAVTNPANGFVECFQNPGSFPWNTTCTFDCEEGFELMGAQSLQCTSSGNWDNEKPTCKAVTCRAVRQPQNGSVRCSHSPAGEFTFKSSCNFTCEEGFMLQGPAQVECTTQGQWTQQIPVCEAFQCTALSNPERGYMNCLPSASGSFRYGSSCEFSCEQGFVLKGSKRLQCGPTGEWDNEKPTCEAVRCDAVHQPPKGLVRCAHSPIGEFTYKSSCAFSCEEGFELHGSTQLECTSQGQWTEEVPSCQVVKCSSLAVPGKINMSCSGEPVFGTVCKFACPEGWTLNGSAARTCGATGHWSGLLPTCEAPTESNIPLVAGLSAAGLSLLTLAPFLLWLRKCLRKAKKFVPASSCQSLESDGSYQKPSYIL
#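 material = human umbilical vein endothelial cells (HUVEC), E-selectin induction | quantity = 3,000 cells/well | medium = EGM-2 growth medium on 0.1% gelatin-coated wells | technique = immunofluorescence imaging | read-out basis = % PE-positive cells | control set = TNF-alpha positive control, DMSO neutral control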
# Statin myotox sup – suppressors of statin myotoxicity in C2C12 myotubes, primary screen, cell-based, single point, plate reader; hit rate 0.78% among 330,000; C2C12 myotubes + simvastatin, ATP luminescence, 48 h; scaled: DMSO 0, geranylgeraniol control 100; rescue of ATP level, % at 7.49 µM; AID 602340, 2012;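 active = mean ATP rescue above about 67%, or every replicate alone reaching that limit, limit read from the data, passing the limit was not always enough; inconclusive = no clear call, values can overlap the other calls; inactive = mean under the limit and some replicate under it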;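 note: myotubes were challenged with 10 µM simvastatin during compound exposure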
# * marks the source's active call; other numbers are inactive results; ? = inconclusive; · = no result given; & = joins results of further samples. An excerpt; rates above refer to the full screens.
SMILES,DENV2 CPE,S100A4 inh HTS,SIRT5 inh,PglD DTNB,ERp5 block,E-selectin induc,Statin myotox sup
C[C@H]1CCCCO[C@H](CN(C)C(=O)c2ccccc2)[C@@H](C)CN([C@@H](C)CO)C(=O)c2cc(NC(=O)CCC(F)(F)F)ccc2O1,19,32,-2,2,-3,-0.2,·
O=C(C1=C[C@H](c2csc3ccccc23)C[C@H](OCc2ccc(CO)cc2)O1)N1CCN(Cc2ccccc2)CC1,·,-5,·,0,0,0.3,0
Cc1cc(F)cc(-c2cc(C(=O)NCc3ccccn3)[nH]n2)c1,-3,1,-3,-1,-5,0.1,-6
COc1ccc(NC(=O)N2C[C@@H](O)COC[C@H]3O[C@H](CC(=O)N4CCOCC4)CC[C@@H]32)cc1,-8,4,-1,1,-3,-0.1,13
CCOc1ccc(NC(=O)/C(=C\c2ccc(OC(C)=O)c(OC)c2)NC(C)=O)cc1,7,-3,-1,·,1,-1.6,·
C=CCNCC(=O)N1N=C(c2ccc3ccccc3c2)CC1c1ccc(OC)cc1 (stereo not given),-3,1,1,·,1,·,·
Cc1c(Cl)cccc1NC(=O)NCc1ccncc1,3,2,-2,4,0,·,·
Cc1nnc(N2CCCC(C(=O)NCc3ccc(OC(C)C)cc3)C2)c2nn(-c3ccccc3)c(C)c12 (stereo not given),3,-39,1,4,3,1.3,50
O=C1C2C3C=CC(CC3)C2C(=O)N1c1ccc(F)cc1 (stereo not given),1,-9,-3,2,1,·,2
CCCN1C[C@H](C)[C@H](OC)CN(C)C(=O)c2cc(NC(=O)C3CCC3)ccc2OC[C@@H]1C,·,·,·,-1,·,-0.1,2
CO[C@H]1CN(C)C(=O)c2cc(NC(=O)c3cc(C)on3)ccc2OC[C@H](C)N(C(C)=O)C[C@@H]1C,6,44,1,1,-3,-0.2,-23
COc1ccc(C(=O)NCCc2c[nH]c3ccccc23)cc1S(=O)(=O)N1CCCCC1C (stereo not given),7,-11,-3,3,3,·,10
C[C@H](NS(=O)(=O)c1ccc2c(c1)OCCCO2)C(=O)N1CCN(Cc2ccc(C#N)cc2)CC1,14,1,3,-3,4,-0.2,-10
Cc1ccc(S(=O)(=O)N(C)C[C@@H]2Oc3ccc(NC(=O)NC4CCCCC4)cc3C(=O)N([C@@H](C)CO)C[C@H]2C)cc1,23*,9,5,-2,-1,-0.2,-48
O=C(O)c1cc([N+](=O)[O-])c(Sc2nc3ccccc3[nH]2)c([N+](=O)[O-])c1,-3,-2,-15,-6,7,1.1,11
Cc1ccn2c(NCc3ccccc3)c(-c3cccs3)nc2c1,·,-17,-7,·,-7,-1.0,·
Cc1ccc(C(=O)Nc2ccccc2C(=O)O)cc1S(=O)(=O)Nc1ccc(Br)cc1,7,-4,8,·,0,0.2,·
O=C(C[C@H]1CC[C@@H]2[C@H](COC[C@@H](O)CN2S(=O)(=O)c2ccccc2)O1)Nc1ccc(-c2ccccc2)cc1,-9,2,-2,-2,-3,1.4,-38
CCCNC(=O)N(C)C[C@H]1Oc2cc(C#Cc3cccc(F)c3)ccc2S(=O)(=O)N([C@H](C)CO)C[C@@H]1C,1,0,12,-1,4,0.3,·
CN(C)C(=O)C[C@@H]1C[C@@H]2c3cc(NC(=O)Nc4ccc(F)cc4)ccc3O[C@@H]2[C@@H](CO)O1,-1,-35,-6,1,-1,0.5,1
O=C(O)COc1ccc(/C=N/n2c(COc3ccccc3)nc3ccccc3c2=O)cc1,16,1,-5,·,-8,·,·
O=C(Cc1cccc(NC(=O)C2CCN(C(=O)C3CCCCC3)CC2)c1)Nc1cccc(C(=O)N2CCOCC2)c1,3,-4,-2,8,4,-0.3,3
O=C(N/N=C/c1ccc([N+](=O)[O-])cc1)c1ccc(COc2ccccc2-c2ccccc2)cc1,-9,-2,-1,·,3,·,·
O=C(O)CSc1nc2sc3c(c2c(=O)n1Cc1ccccc1)CCCCC3,0,1,4,-3,2,0.1,0
COc1ccccc1C(=O)NNC(=O)c1sccc1-n1cccc1,10,5,2,-3,0,·,1
O=[N+]([O-])c1ccc(/C=C/c2nc3ccc([N+](=O)[O-])cc3[nH]2)cc1,11,-2,-3,·,5,-0.2,·
CCOc1cc(CNCCO)cc(Br)c1OCc1ccccc1,1,-4,4,5,6,·,-9
C[C@@H]1CCCCO[C@H](CN(C)Cc2ccncc2)[C@@H](C)CN([C@H](C)CO)C(=O)c2cc(NC(=O)CCC(F)(F)F)ccc2O1,-5,-1,-2,-2,-2,-0.1,24
CO[C@H]1CN(C)C(=O)c2cc(NC(=O)NC(C)C)ccc2OC[C@H](C)N(Cc2cncnc2)C[C@H]1C,·,·,·,5,·,0.5,9
COc1ccc(CCNC(=O)COC(=O)C2CC2)cc1,-8,1,0,·,2,3.0,·
CNC(=O)C[C@H]1CC[C@H]2[C@H](COc3ccc(NC(=O)Nc4ccc(Cl)cc4)cc3C(=O)N2C)O1,-4,7,-3,-35,9,-0.1,5
COCC(=O)N1C[C@H]2CON(C)[C@H]2C[C@H]1c1cccc(-c2ccc(C#N)cc2)c1,-6,-19,-1,4,12,-0.1,-5
C[C@@H]1CN([C@@H](C)CO)C(=O)CCCn2cc(nn2)CO[C@H]1CN(C)S(=O)(=O)c1ccc2c(c1)OCCCO2,-7&-12,7&1,-3&-1,-8&3,5&1,0.1&0.3,-1&12
CCc1cc(C(=O)O)c(NC(=O)/C=C/c2ccc(OC)c(OC)c2)s1,11,-3,7,·,-3,0.2,·
Cc1ccc2cc(C)c(SCC(=O)Nc3cc(C)on3)nc2c1,6,-22,-3,1,-10,·,5
CC(C)NC(=O)Nc1cccc2c1O[C@H](CN(C)C(=O)Nc1ccccc1)[C@H](C)CN([C@@H](C)CO)C2=O,-14,-12,4,-2,-1,0.1,-3
CN(C)C(=O)c1ccc2c(c1)C1C3CCC(C3)C1C(c1ccccc1)N2 (stereo not given),-10,0,2,·,5,-8.5,13
COC(=O)[C@H]1[C@H](CO)[C@H]2Cn3c(ccc(C4=CCCC4)c3=O)[C@H]2N1Cc1cncnc1,2,7,0,0,-6,-0.2,12
O=C(C[C@H]1C=C[C@@H](NC(=O)Nc2ccccc2F)[C@@H](CO)O1)NCc1ccccc1,?,8,-1,·,-2,-0.4,·
CCOC(=O)C1CCN(Cc2ccc(OC)c(OCc3ccccc3)c2)CC1,-5,-4,-2,-1,0,0.1,2

# An excerpt from above in order of length of the SMILES, largest number first:
SMILES,DENV2 CPE,S100A4 inh HTS,SIRT5 inh,PglD DTNB,ERp5 block,E-selectin induc,Statin myotox sup
C[C@@H]1CCCCO[C@H](CN(C)Cc2ccncc2)[C@@H](C)CN([C@H](C)CO)C(=O)c2cc(NC(=O)CCC(F)(F)F)ccc2O1,-5,-1,-2,-2,-2,-0.1,24
C[C@@H]1CN([C@@H](C)CO)C(=O)CCCn2cc(nn2)CO[C@H]1CN(C)S(=O)(=O)c1ccc2c(c1)OCCCO2,-7&-12,7&1,-3&-1,-8&3,5&1,0.1&0.3,-1&12
O=C(Cc1cccc(NC(=O)C2CCN(C(=O)C3CCCCC3)CC2)c1)Nc1cccc(C(=O)N2CCOCC2)c1,3,-4,-2,8,4,-0.3,3
O=C(C[C@H]1C=C[C@@H](NC(=O)Nc2ccccc2F)[C@@H](CO)O1)NCc1ccccc1,?,8,-1,·,-2,-0.4,·
O=[N+]([O-])c1ccc(/C=C/c2nc3ccc([N+](=O)[O-])cc3[nH]2)cc1,11,-2,-3,·,5,-0.2,·
O=C(O)COc1ccc(/C=N/n2c(COc3ccccc3)nc3ccccc3c2=O)cc1,16,1,-5,·,-8,·,·
CCc1cc(C(=O)O)c(NC(=O)/C=C/c2ccc(OC)c(OC)c2)s1,11,-3,7,·,-3,0.2,·
O=C(O)CSc1nc2sc3c(c2c(=O)n1Cc1ccccc1)CCCCC3,0,1,4,-3,2,0.1,0
COc1ccccc1C(=O)NNC(=O)c1sccc1-n1cccc1,10,5,2,-3,0,·,1
CCOc1cc(CNCCO)cc(Br)c1OCc1ccccc1,1,-4,4,5,6,·,-9

# (cont.)
SMILES,DENV2 CPE,S100A4 inh HTS,SIRT5 inh,PglD DTNB,ERp5 block,E-selectin induc,Statin myotox sup
CCOc1ncccc1C(=O)NCCc1ccc(OC)cc1,16,3,-1,2,5,-0.2,-33
CCOc1ccccc1N1CCN(CC(O)COC2CCCc3ccccc32)CC1 (stereo not given),-5,-14,-1,6,7,·,12
CN(C(=O)c1ccc2c(c1)OCO2)C1(C(=O)NC2CCCC2)CCCCC1,·,·,·,-4,·,3.5,6
O=C(Nc1ccc(Cl)cc1)N[C@H]1CC[C@@H](CCNC(=O)c2ccccc2F)O[C@H]1CO,9,19,-7,0,-1,0.1,2
O=C(CCN1CCCCC1)NCC[C@H]1CC[C@H](NC(=O)C2CCCC2)[C@H](CO)O1,-5,-1,-4,3,-2,0.6,-6
C=CCN=C1NC(c2cccc(C(F)(F)F)c2)C(C(=O)OC)=C(C)N1C (stereo not given),3,-3,·,·,-7,0.0,·
O=C(CN(Cc1ccccc1Cl)C(=O)Cn1nnc(-c2cccs2)n1)NCC1CCCO1 (stereo not given),3,0,-2,4,-3,·,4
CO[C@H]1CC[C@H]2CCN(C)C(=O)[C@@H](C)[C@H](OC)CN(C)C(=O)c3cccc(C#N)c3OC[C@H]1O2,-1,1,-1,0,10,0.0,3
COc1ccc(S(=O)(=O)Nc2cccc3c2O[C@H](CN(C)C(=O)Nc2c(C)noc2C)[C@H](C)CN([C@H](C)CO)C3=O)cc1,-1,0,0,2,-3,96*,-21
Cc1cc(C)cc(-n2ncc3c2CCCC3NC(=O)C2CCC2)c1 (stereo not given),0,5,-2,-4,1,·,1
Cc1ccccc1NC(=O)CN1CCN(C(=O)c2ccco2)CC1,11,-1,2,6,5,0.6,-4
N#C[C@H]1[C@H](c2ccccc2C2=CCCCC2)[C@H](CO)N1C(=O)C1CCOCC1,2,-9,17*,·,1,-0.1,·
Cc1ncoc1C(=O)N1CCCC(C(=O)c2ccc(-c3ccccc3)cc2)C1 (stereo not given),1,4,1,·,4,·,·
COc1cc2c(C(=O)N(C)c3cc(Cl)ccc3OC)cn(C)c(=O)c2cc1OC,-2,-4,-3,-5,-2,·,0
CN(C)CCCNC(=O)C[C@H]1C=C[C@@H](NS(=O)(=O)c2ccc(F)cc2)[C@@H](CO)O1,-3,7,-1,0,2,1.1,0
CCCC#Cc1ccc2c(c1)O[C@@H](CN(C)Cc1cccnc1)[C@H](C)CN([C@H](C)CO)S2(=O)=O,2,-7,4,6,4,0.4,-76
